Cav32 inh: blocks human Cav3.2 T-type calcium channel. B-score at 10 µM. AID 449739. 4% of 100,000 active. O95180. Cav3.2-expressing cells, Fluo-4 calcium fluorescence FDSS; hits give low values;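 active = single-dose well whose peak fluorescence ratio is a statistical outlier from its plate by either plate-standardised score or position-corrected B-score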
Target sequence (O95180 whole entry, looked up): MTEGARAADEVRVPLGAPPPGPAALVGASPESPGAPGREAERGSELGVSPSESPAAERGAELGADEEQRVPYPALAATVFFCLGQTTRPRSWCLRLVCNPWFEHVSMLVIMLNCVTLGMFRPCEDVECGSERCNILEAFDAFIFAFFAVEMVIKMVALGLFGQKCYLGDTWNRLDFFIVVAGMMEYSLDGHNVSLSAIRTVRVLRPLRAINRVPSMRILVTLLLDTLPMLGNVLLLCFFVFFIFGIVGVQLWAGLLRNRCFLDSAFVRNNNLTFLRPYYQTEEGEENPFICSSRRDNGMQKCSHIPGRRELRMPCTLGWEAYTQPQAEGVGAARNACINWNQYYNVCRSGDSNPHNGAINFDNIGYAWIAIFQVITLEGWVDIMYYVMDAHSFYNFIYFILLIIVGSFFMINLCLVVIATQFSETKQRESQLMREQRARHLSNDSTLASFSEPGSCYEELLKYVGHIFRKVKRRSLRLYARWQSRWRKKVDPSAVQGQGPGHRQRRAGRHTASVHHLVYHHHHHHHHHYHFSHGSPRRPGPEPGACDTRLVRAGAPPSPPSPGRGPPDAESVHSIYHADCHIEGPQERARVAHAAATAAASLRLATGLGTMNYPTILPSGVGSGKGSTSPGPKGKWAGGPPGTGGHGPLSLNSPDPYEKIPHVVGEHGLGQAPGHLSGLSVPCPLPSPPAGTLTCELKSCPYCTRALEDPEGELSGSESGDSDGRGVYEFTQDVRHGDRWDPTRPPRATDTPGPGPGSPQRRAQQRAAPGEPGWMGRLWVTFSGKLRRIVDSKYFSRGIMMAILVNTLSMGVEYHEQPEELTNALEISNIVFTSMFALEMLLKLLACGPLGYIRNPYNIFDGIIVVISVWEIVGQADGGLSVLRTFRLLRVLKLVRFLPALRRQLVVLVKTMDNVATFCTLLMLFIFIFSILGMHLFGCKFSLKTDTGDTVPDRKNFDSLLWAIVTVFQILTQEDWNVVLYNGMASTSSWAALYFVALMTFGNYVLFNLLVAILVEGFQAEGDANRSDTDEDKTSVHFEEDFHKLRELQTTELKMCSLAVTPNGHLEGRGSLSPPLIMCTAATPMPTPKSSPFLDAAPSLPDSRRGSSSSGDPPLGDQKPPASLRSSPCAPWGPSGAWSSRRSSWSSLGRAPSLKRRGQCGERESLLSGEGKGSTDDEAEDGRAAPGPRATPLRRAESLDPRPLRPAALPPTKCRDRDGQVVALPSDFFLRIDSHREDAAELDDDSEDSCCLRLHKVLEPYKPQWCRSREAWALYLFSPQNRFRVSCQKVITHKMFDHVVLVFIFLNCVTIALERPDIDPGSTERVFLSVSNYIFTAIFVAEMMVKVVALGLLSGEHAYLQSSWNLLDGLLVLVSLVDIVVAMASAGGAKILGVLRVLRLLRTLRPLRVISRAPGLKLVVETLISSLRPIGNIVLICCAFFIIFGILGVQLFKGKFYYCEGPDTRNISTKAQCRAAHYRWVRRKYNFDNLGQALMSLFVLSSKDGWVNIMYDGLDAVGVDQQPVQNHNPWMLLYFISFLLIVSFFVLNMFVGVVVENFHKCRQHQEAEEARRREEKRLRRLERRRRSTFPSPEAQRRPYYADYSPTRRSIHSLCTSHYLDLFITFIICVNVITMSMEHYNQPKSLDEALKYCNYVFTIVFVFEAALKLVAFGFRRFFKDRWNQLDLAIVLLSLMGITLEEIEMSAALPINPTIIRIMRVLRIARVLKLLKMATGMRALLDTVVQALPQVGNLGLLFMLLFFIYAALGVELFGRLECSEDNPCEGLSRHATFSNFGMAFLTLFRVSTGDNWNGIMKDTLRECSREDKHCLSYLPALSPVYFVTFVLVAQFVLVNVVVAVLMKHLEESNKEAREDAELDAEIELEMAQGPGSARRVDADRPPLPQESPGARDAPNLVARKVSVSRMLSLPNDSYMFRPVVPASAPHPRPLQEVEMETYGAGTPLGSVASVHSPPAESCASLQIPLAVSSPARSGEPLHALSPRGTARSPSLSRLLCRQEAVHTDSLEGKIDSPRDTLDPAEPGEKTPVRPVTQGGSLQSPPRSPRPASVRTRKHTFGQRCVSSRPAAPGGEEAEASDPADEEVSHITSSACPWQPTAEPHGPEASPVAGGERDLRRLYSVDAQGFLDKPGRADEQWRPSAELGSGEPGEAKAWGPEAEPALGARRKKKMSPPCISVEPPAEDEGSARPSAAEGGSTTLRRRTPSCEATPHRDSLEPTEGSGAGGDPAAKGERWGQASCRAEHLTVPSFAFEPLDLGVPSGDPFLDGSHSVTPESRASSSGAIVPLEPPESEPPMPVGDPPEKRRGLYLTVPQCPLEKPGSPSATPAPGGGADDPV
Starred values were filed as active, the others as inactive; & = joins results of further samples.

SMILES | Cav32 inh
CCOc1ccccc1C1SCC(=O)Nc2c1c(=O)[nH]n2C(CC)CC (stereo not given) | -0.78
CCC(=NCCCn1ccnc1)c1c(O)n(Cc2ccccc2)c(=O)[nH]c1=O | 0.35
Cc1cc(NC(=O)COC(=O)c2c(C)nn(Cc3ccccc3)c2C)no1 | 0.066
COC(=O)C1=C(c2cccc(OC)c2OC)C[C@@H]2CC[C@H]1N2C(=O)NCCS(C)=O (stereo not given in full) | -0.61
CCC(=O)c1cn(Cc2ccccc2C#N)c2ccccc12 | -1.9
Cc1oc(-c2ccccc2F)nc1CS(=O)CC(=O)N1CCC2(CC1)OCCO2 (stereo not given) | 1
O=C(c1cc(S(=O)(=O)N2CCOCC2)ccc1F)N1CCC2(CC1)OCCO2 | 0.35
COc1ccc2c(c1)CC1(CN2C)C(=O)NC(=O)N(CCc2ccccc2)C1=O (stereo not given) | -0.25
CN1CCN(c2c(N)c(=O)oc3ccccc23)CC1 | 0.15
CCC(C)N1Cc2ccccc2C1=N (stereo not given) | -0.75
O=C(NCc1ccc(C(=O)N2CCC3(CC2)OCCO3)cc1)c1cccc(Br)c1 | -0.41
CSC(=Nc1ccccc1)c1c(O)n(C)c(=O)n(C)c1=O | 1.1
CC(=NCCN1CCOCC1)c1c(O)n(Cc2ccccc2)c(=O)[nH]c1=O | 1.4
CCCC(=O)Nc1cc(C(=O)N2CCC3(CC2)OCCO3)ccc1S(=O)(=O)c1ccc(C)cc1 | 1.1
CN(CC1COc2ccccc2O1)c1nc(-c2cccnc2)nc2ccccc12 (stereo not given) | -2.1
O=C1OCCC1NC1=NCCC1 (stereo not given) | -0.067
CCOP(=S)(OCC)SCC(=O)NC(C)(CC)C(=O)O (stereo not given) | 0.79
CCOP(=O)(C#CC(C)(C)C)C1(O)CCCCC1 (stereo not given) | 0.47
CN1C2CCC1CC(=NO)C2 | 0.43
O=C(Cn1cnc2sc3c(c2c1=O)CCCC3)NCCC(=O)N1CCC2(CC1)OCCO2 | 0.13
Oc1ccc(/C=N/NP(=S)(c2ccccc2)c2ccccc2)c(O)c1O | -2.3
CCN(CC)c1ccc(CN(C)CCc2ccc(OC)c(OC)c2)cc1 | 0.9
C[N+]1(C)CCc2cc3c(cc2[C@H]1[C@@H]1OC(=O)c2c1ccc1c2OCO1)OCO3 | -0.015&-2.6
CCOP(=O)(OCC)C(NC(=O)C(Cl)Cl)C(Cl)(Cl)Cl (stereo not given) | -0.14
CCOC(=O)c1c(-n2c(C)cc(/C=C3/C(=O)NC(=O)N(CC)C3=O)c2C)sc2c1CCCC2 | -3.5*
C=COCCn1c(C)c(C(=O)OCC)c2cc(O)ccc21 | 0.77
O=c1c2ccccc2nc(-c2ccco2)n1-c1ccccc1 | 0.44
Cc1cc(C)c2c(c1)-c1cc(C)nn1C(c1cccnc1)N2 (stereo not given) | -0.73
COc1ccccc1N1CCN(Cc2c(F)cccc2Cl)CC1 | -0.43
Fc1cccc(F)c1CN1CCN(Cc2c(F)cccc2F)CC1 | 0.25
O=C(C1CC(c2ccc(F)cc2)=NO1)N1CCC2(CC1)OCCO2 (stereo not given) | 0.9
CN(C)C1(CNC(=O)c2ccc(Cl)c(S(=O)(=O)NCc3ccco3)c2)CCCCC1 | 0.96
CC12CN3C(O)C(C)(C1)CC(C)(C2)C3O (stereo not given) | 0.0043
Cc1cc(/C=C2/C(=O)NC(=O)N(c3ccccc3)C2=O)c(C)n1-c1ccc(F)cc1 | 0.09
C=CCn1c(O)c(C=NCCCOc2ccc(CC)cc2)c(=O)[nH]c1=S | -0.57
CCC(=O)N1N=C2C3CCN(CC3)C2C1c1ccccc1 (stereo not given) | 0.3
CC1CCCN(CC(=O)N2CCCc3ccccc32)C1 (stereo not given) | -0.44
O=C(CN1C(=O)CCSc2ccccc21)N1CCC2(CC1)OCCO2 | 0.17
O=C(Nc1ccccc1OC(=O)N1CCCCC1)N1CCCCC1 | 0.65
C[C@H]1C/C=C/[C@H]2[C@H](O)[C@H](C)[C@@](C)(O)[C@H]3[C@H](Cc4ccccc4)NC(=O)[C@]32[C@H](O)/C=C/[C@](C)(O)C1 | 0.45
COC(=O)C1=C(c2cc3ccccc3o2)C[C@@H]2CC[C@H]1N2C(=O)NC1CCCCC1 | -0.93
CCC1(c2ccc(N)cc2)CCC(=O)NC1=O (stereo not given) | 0.33
Cc1ccc(CC2C(=O)N(C)C(=O)N(C)C2=O)s1 | 0.26
COC(=O)C1=C(c2cccc(OC)c2OC)C[C@@H]2CC[C@H]1N2C(=O)NCCO | 0.083
CN1C(=O)CN=C(c2ccc(Cl)cc2)c2cc(Cl)ccc21 | -2.7
COc1ccc(C(=O)CC2C(=O)N(C)C(=O)N(C)C2=O)cc1 | -0.89
O=C(COc1ccccc1)N1CCN(CC2CC3C=CC2C3)CC1 (stereo not given) | 0.97
Cc1cc(OCc2cc(C(=O)O)oc2C)c2c3c(c(=O)oc2c1)CCCC3 | 0.77
C=CCn1c(O)c(C(=O)CCCCCC)c(=O)[nH]c1=O | -0.99
O=C1C(=O)c2ccccc2-c2ccccc21 | -0.1

(further entries)
SMILES | Cav32 inh
CC(=O)[C@@]1(O)CC[C@H]2[C@@H]3CC=C4C[C@@H](O)CC[C@]4(C)[C@H]3CC[C@@]21C | -0.014
CN(C)C(=O)Oc1c(Cl)cc(Cl)c2ccccc12 | -0.65
CN1CCN(C(=O)COc2ccc(-c3nc4ccccc4s3)cc2)CC1 | 1.3
CC(=O)N1N=C2C3CCN(CC3)C2C1c1ccccc1 (stereo not given) | -3.9*
CC(NC(=O)Oc1ccccc1)C(c1cccs1)N1CCOCC1 (stereo not given) | 0.17
O=c1c2ccccc2nc(-c2ccc(-c3ccccc3)cc2)n1-c1ccncc1 | -0.97
CN(C)P(=NC(=S)c1cccn1C)(N(C)C)N(C)C | -0.15
O=C1NC(=S)NC(=O)C1C/C=C/c1ccccc1 | -0.016
CC(=O)c1ccc2c(c1)OCO2 | 0.31
CCc1cc2c(N3CCN(C)CC3)ncnc2s1 | 1.3
COc1cc(CN2C(=O)NC(=O)C3(Cc4cc(C)ccc4N(C)C3)C2=O)cc(OC)c1 (stereo not given) | -1.4
CCCCCCn1c(O)c(C=NC2CCCCC2N)c(=O)[nH]c1=O (stereo not given) | -0.038
O=c1c2ccccc2nc(-c2ccccc2)n1-c1cccnc1 | 0.39
O=C1CC(C(=O)N2CCC3(CC2)OCCO3)CN1CCc1ccccc1 (stereo not given) | 0.29
Clc1ccc(N2CCN(Cc3ccccc3Cl)CC2)cc1 | -0.44
Nc1ccc(CCN2CCN(c3cccc(C(F)(F)F)c3)CC2)cc1 | 0.021
Cc1cc(C=C2C(=O)N(C)C(=S)N(C)C2=O)c(C)n1C1CCCC1 | -0.29
CCCn1nc2ccccc2c1P(=O)(N1CCOCC1)N1CCOCC1 | -0.034
O=C(COc1ccc2ccccc2c1)N1CCN(Cc2ccncc2)CC1 | 0.31
CSc1ccc(C(=O)C(C)(C)N2CCOCC2)cc1 | -2.4
O=C(C1c2ccccc2C(=O)N2CCc3ccccc3C12)N1CCC2(CC1)OCCO2 (stereo not given) | 1.3
C=CCn1c(O)c(C(CC)=NCCc2ccccc2)c(=O)[nH]c1=O | 1.1
O=c1c2ccccc2nc(CN2CCOCC2)n1-c1ccccc1F | 1.4
CCN1CCN(c2nc3ccccc3s2)CC1 | -0.15
Cc1nc2ccccc2n1C1CCN(Cc2nnnn2CCc2ccccc2)CC1 | -1.1
COC(=O)C1=C(c2cccc(OC)c2OC)C[C@@H]2CC[C@H]1N2C(=O)NCc1ccc(F)cc1 | 0.028
CCN1c2nc3ccccn3c(=O)c2CC2(C(=O)N(C)C(=O)N(C)C2=O)C1C (stereo not given) | -0.14
CC(C)Cc1[nH]c(=O)c(C#N)c2c1CCC2 | -0.018
CCCCn1c(C)c(C(=O)OCC)c2c(CN3CCOCC3)c(O)ccc21 | -1.4
O=c1[nH]c(=O)n(Cc2ccco2)c(O)c1C=NCc1cccs1 | -0.66
CCn1c(=O)n(CC(=O)N2CCC3(CC2)OCCO3)c(=O)c2ccccc21 | -1
COc1ccc(NC(=O)CN2C3CCC2CC(O)(c2cccnc2)C3)cc1OC (stereo not given) | -0.021
Oc1cc2c(cc1CN1CCN(c3ccccc3)CC1)CCC2 | -1.7
CN(C)C(=O)Oc1ccc(C(=O)c2ccccc2)cc1 | 1.1
N=Cc1c(O)n(-c2cccc(Cl)c2)c(=O)[nH]c1=O | -0.34
O=C(c1csc2c1CCCCC2)N1CCC2(CC1)OCCO2 | 0.12
CCCCCn1c(N)c(C(=O)NCc2cccs2)c2nc3ccccc3nc21 | -0.051
COc1ccc(S(=O)(=O)NC(CC(=O)N2CCC3(CC2)OCCO3)c2ccco2)cc1 (stereo not given) | 0.013
CCCNC(=O)c1c(N)n(Cc2ccco2)c2nc3ccccc3nc12 | -1.5
CCCCC/C(=N\O)c1c[nH]c2ccccc12 | -4.6*

As a working copy, part of the list above.
SMILES | Cav32 inh
COC(=O)C1=C(c2cccc(OC)c2OC)C[C@@H]2CC[C@H]1N2C(=O)NCc1ccc(F)cc1 | 0.028
CCN1c2nc3ccccn3c(=O)c2CC2(C(=O)N(C)C(=O)N(C)C2=O)C1C (stereo not given) | -0.14
CC(C)Cc1[nH]c(=O)c(C#N)c2c1CCC2 | -0.018
CCCCn1c(C)c(C(=O)OCC)c2c(CN3CCOCC3)c(O)ccc21 | -1.4
O=c1[nH]c(=O)n(Cc2ccco2)c(O)c1C=NCc1cccs1 | -0.66
CCn1c(=O)n(CC(=O)N2CCC3(CC2)OCCO3)c(=O)c2ccccc21 | -1
COc1ccc(NC(=O)CN2C3CCC2CC(O)(c2cccnc2)C3)cc1OC (stereo not given) | -0.021
Oc1cc2c(cc1CN1CCN(c3ccccc3)CC1)CCC2 | -1.7
CN(C)C(=O)Oc1ccc(C(=O)c2ccccc2)cc1 | 1.1
N=Cc1c(O)n(-c2cccc(Cl)c2)c(=O)[nH]c1=O | -0.34
O=C(c1csc2c1CCCCC2)N1CCC2(CC1)OCCO2 | 0.12
CCCCCn1c(N)c(C(=O)NCc2cccs2)c2nc3ccccc3nc21 | -0.051
COc1ccc(S(=O)(=O)NC(CC(=O)N2CCC3(CC2)OCCO3)c2ccco2)cc1 (stereo not given) | 0.013
CCCNC(=O)c1c(N)n(Cc2ccco2)c2nc3ccccc3nc12 | -1.5
CCCCC/C(=N\O)c1c[nH]c2ccccc12 | -4.6*

Further entries
SMILES | Cav32 inh
CN1CSC(=S)N(C)C1 | 0.18
COc1cc(/C=C2\C(=O)NC(=O)N(c3ccccc3)C2=O)cc(OC)c1OC | 0.041
CC12CN3CCN(C1)CC(C)(C3)C2=NO | -0.21
COC(=O)C1=C(c2cc3ccccc3o2)C[C@@H]2CC[C@H]1N2C(=O)N1CCCCC1 | 0.11
O=C(c1cccs1)c1cn(Cc2ccccc2Cl)c2ccccc12 | -6.2*
CC1CCC(NCC(O)c2ccccc2)CC1 (stereo not given) | 0.7
O=C(C1CCCN(S(=O)(=O)c2cccc3nsnc23)C1)N1CCC2(CC1)OCCO2 (stereo not given) | -0.39
CC(C)N1CC=C(c2c[nH]c3ccccc23)CC1 | -0.32
O=C(Cn1cc(C(=O)c2ccccc2F)c2ccccc21)NCc1ccco1 | -0.3
c1ccc2c(CCNC3=NCCC3)c[nH]c2c1 | 0.68
O=C(Cn1ncc2c3ccccc3n(Cc3cccc(Cl)c3)c2c1=O)N1CCC2(CC1)OCCO2 | -11*
COC(=O)c1c(N)n(Cc2ccc(OC)cc2)c2nc3ccccc3nc12 | 1.2
COC(=O)C1=C(c2ccccc2)C[C@@H]2CC[C@H]1N2C(=O)NCCO | 0.79
O=C(c1ccccc1F)c1cn(Cc2ccccc2)c2ccccc12 | -3.6*
C[C@H]1O[C@@H](O[C@H]2[C@@H](O)C[C@H](O[C@H]3[C@@H](O)C[C@H](O[C@H]4CC[C@@]5(C)[C@H](CC[C@@H]6[C@@H]5CC[C@]5(C)[C@@H](C7=CC(=O)OC7)CC[C@]65O)C4)O[C@@H]3C)O[C@@H]2C)C[C@H](O)[C@@H]1O | -0.058
CC1(C)CSC(Nc2ccc(F)c(Cl)c2)=N1 | -0.15
O=C1C2(c3ccccc3)CN3CN(C2)CC1(c1ccccc1)C3 | 0.29
C[N+]1(CCC(C(N)=O)(c2ccccc2)c2ccccc2)CCCCC1 | 2.7
CCC(CC)C(=O)NC1CCSC1=O (stereo not given) | 1.1
C=C(C)CN1CC[C@]23c4c5ccc(O)c4O[C@H]2c2[nH]c4ccccc4c2C[C@@]3(O)C1C5 | -0.91
CC1(C)CN=C(Nc2ccc(F)c(F)c2)S1 | 1
CC(C)OCCCNC(=O)c1c(N)n(CC2CCCO2)c2nc3ccccc3nc12 (stereo not given) | -4.5*
C=CCN1C(=O)NC(=O)C(Cc2ccc(OC)c(OC)c2)C1=O (stereo not given) | 1.1
CN1C(=O)N(C)C(=O)C2(Cc3c(ccc4ccccc34)N(C)C2)C1=O | 0.056
Cc1cc(C)n2nc(SCC(=O)N3CCC4(CC3)OCCO4)nc2n1 | 1.1
COc1cc2[nH]c(=O)n(-c3ccccc3)c(=O)c2cc1OC | 0.29
CC(C)CCC1(CN2CCCC2=O)C(=O)NC(=O)NC1=O | -0.56
O[C@H]1[C@H](O)[C@@H](O)CN2CC[C@H](O)[C@H]12 | 0.055
CCN(CC)CCN=Cc1c(O)n(CCC2=CCCCC2)c(=O)[nH]c1=O | 1.1
COCCOC(=O)c1c(N)n(Cc2ccc(OC)cc2)c2nc3ccccc3nc12 | -1.5
CCCCn1c(O)c(C=Nc2c(C)n(C)n(-c3ccccc3)c2=O)c(=O)[nH]c1=O | -0.22
O=C1c2ccccc2C(=O)N1Cc1nc2ccccc2c(=O)n1-c1ccccn1 | 0.074
O=c1c2cc(Cl)cc(Cl)c2nc(CN2CCOCC2)n1-c1ccccc1F | 0.29
CCN(CC)C(=O)c1ccc(NC(=O)CSc2nnnn2-c2cc(OC)ccc2OC)cc1 | -0.69

Screens (PubChem BioAssay)

An excerpt; count on the stated rates, not on these rows.
